LRH-1 inv ag: inverse agonists of human LRH-1 (NR5A2); O00482; HEK293T StAR-luciferase reporter, LRH-1 transfected, 24 h; inhibition, % at 3.6 µM; actives 0.13% (n = 360,000); AID 602396;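 active = inhibition above the mean inhibition of all tested compounds plus 3 SD, cut at about 73% in these data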;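 also: 0% = DMSO wells and 100% = reporter-only cells lacking LRH-1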
Target sequence (O00482 whole entry, looked up): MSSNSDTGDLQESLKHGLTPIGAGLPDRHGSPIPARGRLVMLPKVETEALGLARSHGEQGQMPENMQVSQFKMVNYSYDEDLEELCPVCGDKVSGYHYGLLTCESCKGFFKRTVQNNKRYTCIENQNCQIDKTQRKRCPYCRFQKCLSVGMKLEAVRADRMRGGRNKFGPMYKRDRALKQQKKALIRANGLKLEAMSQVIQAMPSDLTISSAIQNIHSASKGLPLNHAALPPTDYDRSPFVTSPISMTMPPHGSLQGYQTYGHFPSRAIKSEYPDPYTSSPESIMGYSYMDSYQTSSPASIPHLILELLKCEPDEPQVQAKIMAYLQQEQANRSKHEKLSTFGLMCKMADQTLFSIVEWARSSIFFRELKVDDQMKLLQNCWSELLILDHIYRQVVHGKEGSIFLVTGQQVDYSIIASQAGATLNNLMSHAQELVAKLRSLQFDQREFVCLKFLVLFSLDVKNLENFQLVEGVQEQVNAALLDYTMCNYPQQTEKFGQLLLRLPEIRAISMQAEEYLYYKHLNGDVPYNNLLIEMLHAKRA
TROY signal inh: inhibitors of TROY-dependent NF-kB signaling | AID 1347056 | actives 0.98% (n = 360,000) | inhibition, % at 10 µM | Q293 LMP1-TROYcd NF-kB luciferase reporter, 4 h;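 active = compounds whose plate-normalised and pattern-corrected inhibition of the luciferase reporter signal at the single screening dose is 50% or more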
NCOA2 inhibitor: inhibits human steroid receptor coactivator 2; AID 651957; HEK293 GAL4-SRC2 luciferase reporter, luminescence; inhibition, % at 9 µM; Q15596; actives 0.17% (n = 370,000);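 active = inhibition above the mean inhibition of all tested compounds plus 3 SD, set per campaign, cut at about 52% in these data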;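 also: 0% = DMSO treated cells and 100% = cells given Gossypol at 36 µM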
KKLEB cytotox: reduces viability of KKLEB cystic fibrosis airway cells; KKLEB CF airway cells viability, ATPlite luminescence, overnight; active compounds read low; cells stimulated with P. aeruginosa culture filtrate; activity change (cytotoxicity), % at 5 µM; actives 0.36% (n = 360,000); AID 602141;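 active = corrected activity change at or below -50% at 5 µM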
TWEAK Fn14 block: TWEAK-Fn14 signaling inhibition; AID 1159606; inhibition, % at 10 µM; actives 2% (n = 360,000); TWEAK-stimulated Fn14 reporter cells, luciferase luminescence, 8 h; in the data active = inhibition above about 50%
NR2F2 inh: NR2F2 (human) inhibition, primary screen. P24468. HEK293T NGFI-A luciferase reporter, luminescence. inhibition, % at 8.6 µM. actives 0.7% (n = 370,000);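 active = inhibition above a per-plate cutoff, mean inhibition of test wells between control levels plus 3 SD, cut at about 38% in these data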;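 also: cells cotransfected with COUP-TFII expression vector driving the NGFI-A reporter; 0% = median of COUP-TF2 test wells and 100% = reporter-only cells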
Target sequence (P24468 whole entry, looked up): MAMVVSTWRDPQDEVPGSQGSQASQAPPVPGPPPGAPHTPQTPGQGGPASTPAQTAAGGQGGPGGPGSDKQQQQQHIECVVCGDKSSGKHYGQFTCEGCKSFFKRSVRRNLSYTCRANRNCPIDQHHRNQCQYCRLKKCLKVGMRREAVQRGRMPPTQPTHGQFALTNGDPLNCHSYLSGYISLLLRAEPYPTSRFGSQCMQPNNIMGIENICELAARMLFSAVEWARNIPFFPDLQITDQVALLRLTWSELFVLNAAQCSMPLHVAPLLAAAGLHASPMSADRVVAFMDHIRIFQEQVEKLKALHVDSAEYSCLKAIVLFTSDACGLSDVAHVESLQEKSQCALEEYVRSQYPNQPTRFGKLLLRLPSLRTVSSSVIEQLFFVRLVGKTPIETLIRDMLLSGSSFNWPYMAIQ
CF NFkB block: blocks PAF-induced NF-kB reporter in cystic fibrosis cells; KKLEB NF-kB-GFP reporter, GFP fluorescence overnight; inhibition, % at 5 µM; actives 0.86% (n = 360,000); AID 588850;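 active = at least 50% inhibition at 5 µM, scaled per plate between neutral and stimulator controls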;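 also: PAF is a Pseudomonas aeruginosa culture filtrate used as stimulus; plate controls were PAF-stimulated DMSO wells for no effect and unstimulated DMSO wells for full effect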
TRAIL sens C8: sensitizes caspase-8 expressing cells to TRAIL. NB7+C8 cells + TRAIL, ATPlite viability luminescence. inhibition (viability loss, TRAIL sensitization), % at 10 µM. actives 1% (n = 360,000);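 active = compounds causing at least 50% loss of cell viability in the single-dose screen, relative to plate controls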
NCOA1 inh: human NCOA1 inhibition; Q15788; HEK293 GAL4-SRC1 luciferase reporter, luminescence; inhibition, % at 3.6 µM; actives 0.12% (n = 360,000); AID 588354;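 active = inhibition above the campaign mean plus 3 SD, with each screening campaign given its own cutoff, cut at about 60% in these data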;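 also: 0% = DMSO treated cells and 100% = gossypol at 36 µM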
EBV LMP1 NFkB: reduces LMP1-driven NF-kappaB luciferase signal; LMP1-induced NF-kappaB luciferase reporter cells, luminescence; inhibition, % at 12.5 µM; actives 0.69% (n = 350,000); AID 504558; in the data active = inhibition above about 41%;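 also: 0% = neutral control wells and 100% = reference inhibitor control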
NCOA3 inh: human NCOA3 inhibition; actives 0.17% (n = 360,000); Q9Y6Q9; inhibition, % at 3.6 µM; HEK293 GAL4-SRC3 luciferase reporter, luminescence;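 active = inhibition above a per-campaign cutoff, the mean of all compounds plus 3 SD, cut at about 60% in these data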;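 also: 0% = DMSO-treated cells and 100% = gossypol-treated cells at 36 µM; higher means less SRC3-driven luciferase light from the GAL4 reporter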
An asterisk follows results filed as active. Outcome played no part in choosing rows, and some 4.2% of all compounds hit somewhere here.

SMILES	LRH-1 inv ag	TROY signal inh	NCOA2 inhibitor	KKLEB cytotox	TWEAK Fn14 block	NR2F2 inh	CF NFkB block	TRAIL sens C8	NCOA1 inh	EBV LMP1 NFkB	NCOA3 inh
CCc1ccc(NC(=O)[C@H](Cc2c[nH]c3ccccc23)NC(=O)[C@@H]2Cc3ccccc3CN2)cc1	-14.8	-4.5	5.8	6.7	-16.3	-93.5	-16.5	25.9	17.7	19.8	15.5
Cc1c(C2(O)CCCCC2)[nH]c2cnccc12	-3.0	10.6	-6.8	-0.6	12.7	2.6	-15.7	-2.1	1.1	-3.5	-25.2
COc1ccc(NS(=O)(=O)c2ccc3oc(SCC(N)=O)nc3c2)cc1	14.6	7.6	-17.0	4.0	-4.8	12.2	12.3	0.9	16.4	-3.3	-10.3
COc1ccc2nc(/N=C\N(C)C)sc2c1	-40.7	-27.5	-32.1	-0.1	-1.1	-24.4	2.8	-11.3	-36.6	-21.1	-21.2
C=CCN1CCN(C(=O)c2c(-c3ccccc3)noc2C)CC1	-5.2	5.0	18.7	14.7	-4.1	-1.3	-1.7	4.6	-4.1	-8.1	8.7
COC(=O)Nc1ccc(S(=O)(=O)N2CCCc3ccccc32)cc1	21.2	27.9	-5.9	-15.5	52.8*	2.5	17.5	15.5	-10.3	15.9	3.2
Cc1ccc(C)c(OCC(=O)Nn2c(C)nc3ccccc3c2=O)c1	-3.6	13.0	-17.1	-4.1	2.1	8.0	-2.3	7.2	3.3	-2.2	-4.1
CCOC(=O)CCC(=O)Nc1ccc(S(=O)(=O)N2CCC(C)CC2)cc1	-0.1	2.8	7.3	-1.2	9.4	12.9	-1.7	-2.3	-19.4	-2.6	-1.2
CCCCCSc1nnc(-c2ccccc2NC(C)=O)c(=O)[nH]1	-15.8	-3.3	-0.8	15.2	-130.1	7.5	-1.4	-3.4	0.5	10.3	-5.5
CCCOc1ccc(CSCCNC(=S)Nc2ccccc2)cc1	15.4	2.9	2.6	-11.5	36.7	-2.2	5.0	-17.7	6.1	3.9	25.6
OCC1(Cc2ccc(Cl)cc2)CCN(Cc2ccc3nsnc3c2)CC1	2.4	-3.5	17.0	1.9	12.3	7.2	8.0	4.0	-1.1	0.5	-8.6
Cc1cc(C(=O)CN2C(=O)NC3(CCCC3)C2=O)c(C)n1-c1ccc2c(c1)OCO2	-36.2	-46.2	-34.9	4.1	-0.2	0.6	-7.7	-2.8	-32.3	-4.8	-38.6
N#CCN1CCN(CC(=O)Nc2ccc(OCc3ccccc3)cc2)CC1	-19.7	-14.9	-23.0	-7.9	-13.1	-19.0	-15.0	10.7	-22.7	-1.2	-11.1
Cc1cc([N+](=O)[O-])nn1Cc1noc(C(=O)NCc2ccc3c(c2)OCO3)n1	-5.8	-2.5	-5.6	-2.1	27.2	9.4	-10.6	-22.3	2.5	-14.5	4.6
CCOC(=O)C1=C(C)NC(=O)NC1c1ccccc1Cl (stereo unspecified)	-8.9	-29.0	19.1	-14.8	-5.9	6.0	6.1	-40.6	-1.8	-12.4	-0.5
CC(=O)Nc1ccc(S(=O)(=O)N2CCC(NC(=O)C(Cc3ccccc3F)NC(C)=O)CC2)cc1 (stereo unspecified)	5.9	3.6	-25.6	8.8	-8.7	8.9	-7.2	-4.6	-42.0	3.2	-10.9
O=C(O)C(C=C(Cl)Cl)N1CCOCC1 (stereo unspecified)	3.2	10.5	0.8	-22.5	15.3	-19.3	15.0	0.9	7.9	-2.1	-2.0
CCOC(=O)c1c(NC(=O)CN2C(=O)NC3(CCCCCC3)C2=O)sc(C)c1-c1ccc(C)cc1	11.1	-3.0	-15.0	0.6	-69.6	6.7	16.7	13.3	-50.7	17.3	5.3
O=C(NCCc1ccccc1)C1CCN(C(=O)NCc2ccccc2)CC1	-11.9	-0.7	11.1	1.6	5.9	9.7	-6.6	5.6	13.4	-11.0	-11.1
O=C(c1ccsc1)N1CCCC(N2CCOCC2)C1 (stereo unspecified)	19.9	4.6	4.6	2.0	27.1	-13.8	0.0	2.3	-2.5	-1.4	16.7
C/C(=N\NC(=O)Cn1ccc(C(F)(F)F)n1)c1ccc2c(c1)OCO2	-4.5	-3.5	16.5	11.2	1.7	-7.1	8.8	3.7	11.2	4.9	-8.1
CCOc1c(Br)cc(/C=C2/SC(=O)N(CC(=O)N3CCCC3)C2=O)cc1OC	-0.6	-15.5	-8.6	-3.0	-20.5	2.2	-4.2	8.0	6.0	8.5	1.6
CCCOc1ccc(-c2c(C(=O)N/N=C/C3CCCCC3)nnn2-c2nonc2N)cc1	6.2	-7.0	20.4	-11.3	-35.1	1.2	-7.0	-22.8	-4.6	3.0	2.4
Cc1ccc(S(=O)(=O)N(CC(=O)Nc2ccccc2C(=O)O)c2cccc(Cl)c2C)cc1	-0.6	37.3	-6.3	3.7	33.8	7.8	1.8	5.0	-15.2	-1.6	11.2
CCn1c(SCC(=O)Nc2ccccc2C)nnc1-c1ccccc1O	17.2	2.5	5.1	-0.5	11.6	13.7	-6.4	-16.3	9.0	0.0	-33.3

Laid out differently: results already given
Sequence of screens: LRH-1 inv ag, TROY signal inh, NCOA2 inhibitor, KKLEB cytotox, TWEAK Fn14 block, NR2F2 inh, CF NFkB block, TRAIL sens C8, NCOA1 inh, EBV LMP1 NFkB, NCOA3 inh
> CCc1ccc(NC(=O)[C@H](Cc2c[nH]c3ccccc23)NC(=O)[C@@H]2Cc3ccccc3CN2)cc1
→ -14.8, -4.5, 5.8, 6.7, -16.3, -93.5, -16.5, 25.9, 17.7, 19.8, 15.5
> Cc1c(C2(O)CCCCC2)[nH]c2cnccc12
→ -3.0, 10.6, -6.8, -0.6, 12.7, 2.6, -15.7, -2.1, 1.1, -3.5, -25.2
> COc1ccc(NS(=O)(=O)c2ccc3oc(SCC(N)=O)nc3c2)cc1
→ 14.6, 7.6, -17.0, 4.0, -4.8, 12.2, 12.3, 0.9, 16.4, -3.3, -10.3
> COc1ccc2nc(/N=C\N(C)C)sc2c1
→ -40.7, -27.5, -32.1, -0.1, -1.1, -24.4, 2.8, -11.3, -36.6, -21.1, -21.2
> C=CCN1CCN(C(=O)c2c(-c3ccccc3)noc2C)CC1
→ -5.2, 5.0, 18.7, 14.7, -4.1, -1.3, -1.7, 4.6, -4.1, -8.1, 8.7
> COC(=O)Nc1ccc(S(=O)(=O)N2CCCc3ccccc32)cc1
→ 21.2, 27.9, -5.9, -15.5, 52.8*, 2.5, 17.5, 15.5, -10.3, 15.9, 3.2
> Cc1ccc(C)c(OCC(=O)Nn2c(C)nc3ccccc3c2=O)c1
→ -3.6, 13.0, -17.1, -4.1, 2.1, 8.0, -2.3, 7.2, 3.3, -2.2, -4.1

More results.
SMILES	LRH-1 inv ag	TROY signal inh	NCOA2 inhibitor	KKLEB cytotox	TWEAK Fn14 block	NR2F2 inh	CF NFkB block	TRAIL sens C8	NCOA1 inh	EBV LMP1 NFkB	NCOA3 inh
O=c1c2ccccc2nnn1CSc1nc2sc3c(c2c(=O)n1CC1CCCO1)CCC3 (stereo unspecified)	-8.8	17.7	2.9	-3.8	1.4	6.7	0.5	-1.4	-24.4	0.0	-20.7
CC1=C2C3OC(=O)C(C)C3CCC2(C)C=C(Cl)C1=O (stereo unspecified)	-23.8	-6.7	-16.1	6.6	-3.1	3.4	-18.2	-14.7	2.9	2.8	0.2
O=C(COC(=O)c1ccc(O)cc1)Nc1ccc2c(c1)OCCO2	-20.9	-55.0	-36.8	3.8	-33.4	-43.7	-9.7	4.6	-34.5	-5.8	-37.9
COc1cccc(OC)c1NC(=O)C1CCCN1C(=O)Nc1ccccc1Cl (stereo unspecified)	-4.8	1.5	7.7	17.7	24.8	-0.7	-16.8	-4.1	-0.7	2.6	-22.5
C[C@H]1CN([C@@H](C)CO)C(=O)CCCn2nncc2CO[C@@H]1CN(C)Cc1ccc(C(F)(F)F)cc1	-34.2	-0.9	8.9	5.5	-9.9	17.2	0.7	-6.1	9.4	1.8	-14.1
O=C(CSc1ccc(-c2ccccc2)nn1)N1CCCc2ccccc21	3.8	-24.0	25.4	1.4	13.1	-8.1	6.5	2.3	-8.1	-5.2	8.4
Cc1ccc(S(=O)(=O)N2CCOCC2)cc1C(=O)NNC(=O)c1ccoc1C	-1.1	0.8	-7.7	-5.6	-7.7	-4.1	2.5	2.5	11.1	-7.0	10.8
Cc1ccc(S(=O)(=O)NCC(=O)N(CC(=O)NCc2ccco2)Cc2cccs2)cc1	-8.2	-1.1	-5.8	18.3	4.0	0.4	-14.8	-1.5	-14.0	-4.1	1.3
CC(C)N1CC2(CC(c3ccccc3F)=NO2)CN1C(=O)c1ccco1 (stereo unspecified)	-24.7	-57.7	-29.9	4.8	-38.0	-2.6	-13.6	12.1	-18.1	-8.7	-31.4
Cc1c(-c2ccccc2Br)nc2ccccc2c1C(=O)O	-6.2	-2.4	3.3	-6.5	-3.3	11.9	5.5	-15.8	-14.3	3.3	10.9
O=S1(=O)C[C@@H](N2CCOCC2)[C@H](N2CCOCC2)C1	10.4	5.1	-23.4	-1.8	1.8	6.8	-1.9	-11.8	-8.2	8.4	2.3
O=C(NCc1ccc(Cl)cc1)c1ccc(CNc2c(N3CCOCC3)c(=O)c2=O)cc1	11.8	-3.5	3.7	-12.2	8.4	0.1	10.0	2.5	5.8	0.6	2.5
COc1ccccc1OCC(=O)Nc1nc(C)c(C)s1	-147.4	-29.0	-41.6	2.4	30.6	-50.2	-0.3	9.4	-75.5	-22.1	-59.9
Cc1nc2sc3c(c2c(=O)o1)CCCC3	11.6	11.6	-19.4	2.0	3.0	3.1	-1.7	-2.7	-30.8	-6.8	5.4
CN(C/C(O)=C(\C#N)c1ccccc1)C1CCCCC1	2.3	-8.8	10.9	2.7	-1.4	17.9	-11.3	-0.4	-9.5	-2.7	6.7
CC1(C)N=C(N)N=C(N)N1c1ccc(OCC(=O)N2CCOCC2)cc1	6.1	8.6	-12.4	6.7	-21.2	3.5	-30.4	75.2*	-6.0	-37.0	-9.8
CCOC(=O)c1ccc(N=CC2=C(O)CC(C)(C)CC2=O)cc1	-21.4	-17.9	3.5	1.5	6.7	-11.5	4.8	11.7	-8.5	-11.8	4.4
COc1ccc(NC(=O)Nc2ccc3c(c2)C(=O)N([C@H](C)CO)C[C@H](C)[C@@H](CN(C)C(=O)Nc2c(C)noc2C)O3)cc1	-23.2	-4.5	-14.1	13.0	19.8	-7.9	-6.6	6.0	0.1	1.4	-7.9
COc1cccc(CN(C)C(=O)c2cc(S(=O)(=O)NC3CCCCC3)ccc2C)c1	-3.4	7.2	-2.3	-3.9	6.4	15.6	0.4	5.9	-12.8	-48.7	6.7
Cc1cc(C(=O)OCC(=O)c2ccc(Cl)c([N+](=O)[O-])c2)c2cccc(C)c2n1	-7.5	1.1	-12.7	3.8	-5.0	16.8	-9.1	-2.9	-12.0	-1.8	-3.1
CN1CCN(c2ccc(C(CC(N)=O)NC(=O)c3ccccc3)cc2[N+](=O)[O-])CC1 (stereo unspecified)	-4.1	-0.5	-5.4	-5.6	14.7	-5.0	6.2	5.9	-14.2	-1.6	-16.5
CCCCCC(=O)Nc1cc(S(=O)(=O)N2CCOCC2)ccc1Oc1ccc(OCC)cc1	2.3	-0.4	-22.0	5.0	-14.8	-4.5	-15.9	3.2	-10.5	1.8	14.8

Screening data from PubChem BioAssay.
